# From PubChem BioAssay
# PP1 counter = PP1-alpha phosphatase inhibitors, primary screen, counter-screen for PP5 inhibitor project, biochemical, fluorescence, OMFP substrate, single point. Serine/threonine-protein phosphatase PP1-alpha catalytic subunit (Homo sapiens), P62136. purified PP1alpha. inhibition, % at 6.7 µM. actives 0.9% (n = 320,000). AID 2235, 2010;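 active means inhibition above the mean inhibition of all tested compounds plus 3 SD, computed separately for each screening campaign, cut at about 15% in these data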
# Fh CTSL1 inh = Fasciola hepatica cathepsin L1 inhibitors, primary screen, counter-screen for PFM18AAP inhibitor project, biochemical, QFRET, fluorogenic peptide substrate; recombinant F. hepatica cathepsin L1, Z-Leu-Arg-MCA fluorescence; inhibition, % at 5.96 µM; actives 0.49% (n = 300,000); AID 1906, 2009;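 active means inhibition above the mean of all tested compounds plus 3 SD, set per screening campaign, cut at about 17% in these data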;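 further: 0% = plate median of test compound wells and 100% = 1 µM Z-Phe-Ala-diazomethylketone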
# HCV core dimer = inhibitors of HCV core protein dimerization, primary screen, biochemical, TR-FRET, high-throughput; TR-FRET GST/Flag-core106 dimerization, 1536-well; inhibition, % at 5 µM; AID 1899, 2009; actives 0.33% (n = 300,000);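 active means inhibition above the mean of all tested compounds plus 3 SD, set per screening campaign, cut at about 45% in these data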
#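 assay system = GST-tagged and Flag-tagged HCV core protein residues 1-106 | controls = unlabelled core106 and no-GST-core106 wells | incubation = compound-protein-antibody incubation 4 h at 22.5 °C | probe or stimulus = Eu donor and XL665 acceptor anti-tag antibodies | read-out = % inhibition based on acceptor/donor emission ratio | signal = TR-FRET 671 and 617 nm emission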
# procasp7 counter = procaspase-7 activators, primary screen, counter-screen for procaspase-3 activator project, biochemical, absorbance, HTS, human. actives 0.093% (n = 330,000). recombinant procaspase-7, Ac-DEVD-pNA absorbance 405 nm; D23A/D198A/D206A triple mutant, cannot self-cleave; scale: DMSO 0, 5 µM enzyme 100. Caspase-7 (Homo sapiens), P55210. activation, % at 8.5 µM;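 active means percent activation above the screen-wide mean plus 3 SD, cut at about 25% in these data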
#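 Replicates: singlicate. Assay system: Procaspase-7 triple mutant (PC-7 D3A). Signal: 405 nm absorbance of p-nitroaniline. Times: 1 h preincubation, 2 h reaction. Buffer or medium: Zinc-free HEPES pH 7.4 with 300 mM NaCl, 0.01% Triton X-100. Also added: DEVD-pNA substrate. Benchmarks: DMSO wells as 0%, DMSO with 5 µM added PC-7 as 100%.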
# AHR activator = AHR activators, primary screen, cell-based, luminescence, luciferase reporter, human; AHR-responsive luciferase reporter cells; activation, % at 5 µM; actives 2.5% (n = 320,000); AID 2796, 2010; in the data active means activation above about 47%;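 further: 0% = vehicle wells and 100% = reference agonist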
# Target sequence (P35869 whole entry, looked up): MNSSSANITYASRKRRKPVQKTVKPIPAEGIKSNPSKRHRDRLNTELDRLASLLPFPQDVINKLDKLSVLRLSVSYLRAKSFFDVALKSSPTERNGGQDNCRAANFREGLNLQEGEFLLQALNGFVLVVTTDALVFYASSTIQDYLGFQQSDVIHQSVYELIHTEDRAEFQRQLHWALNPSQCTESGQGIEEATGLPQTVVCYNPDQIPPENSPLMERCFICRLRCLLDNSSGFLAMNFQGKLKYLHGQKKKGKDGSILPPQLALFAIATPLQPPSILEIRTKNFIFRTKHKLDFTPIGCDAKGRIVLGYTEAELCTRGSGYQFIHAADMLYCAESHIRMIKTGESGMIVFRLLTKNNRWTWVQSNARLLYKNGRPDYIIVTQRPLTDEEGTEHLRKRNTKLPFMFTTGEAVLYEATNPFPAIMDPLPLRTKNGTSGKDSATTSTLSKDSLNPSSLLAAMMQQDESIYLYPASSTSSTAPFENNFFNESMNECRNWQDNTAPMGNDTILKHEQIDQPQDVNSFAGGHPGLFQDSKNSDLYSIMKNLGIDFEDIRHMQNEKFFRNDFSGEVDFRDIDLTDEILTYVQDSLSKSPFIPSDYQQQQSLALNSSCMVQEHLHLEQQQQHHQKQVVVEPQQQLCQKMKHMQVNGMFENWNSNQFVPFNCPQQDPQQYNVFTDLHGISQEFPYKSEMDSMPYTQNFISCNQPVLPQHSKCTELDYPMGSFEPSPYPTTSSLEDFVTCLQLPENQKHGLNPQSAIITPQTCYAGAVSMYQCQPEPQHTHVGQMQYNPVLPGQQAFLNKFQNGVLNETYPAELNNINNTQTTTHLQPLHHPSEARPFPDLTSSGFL
# proCasp3 act = activators of human procaspase-3 D3A mutant, primary screen, biochemical, absorbance, PC-3 D3A mutant, single concentration. actives 0.11% (n = 330,000). recombinant procaspase-3 D3A, Ac-DEVD-pNA absorbance 405 nm. Caspase-3 (Homo sapiens), P42574. activation, % at 8.5 µM. AID 463141, 2010;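 active means activation above the mean of all tested compounds plus 3 SD, cut at about 21% in these data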;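 further: 0% = DMSO alone and 100% = DMSO wells spiked with extra 5 µM PC-3 D3A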
# Target sequence (P42574 whole entry D9A/D28A/D175A): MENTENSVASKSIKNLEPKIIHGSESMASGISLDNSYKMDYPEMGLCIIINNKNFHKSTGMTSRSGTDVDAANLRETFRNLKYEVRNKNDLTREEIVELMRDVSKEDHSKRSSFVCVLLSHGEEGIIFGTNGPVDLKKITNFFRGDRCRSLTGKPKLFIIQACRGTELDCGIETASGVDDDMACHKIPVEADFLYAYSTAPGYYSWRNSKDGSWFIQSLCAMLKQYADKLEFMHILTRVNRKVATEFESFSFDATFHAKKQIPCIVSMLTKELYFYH
#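 Test system: Procaspase-3 D3A mutant, all three cleavage aspartates alanine | Dosing: Single dose, 8.5 µM nominal compound, 0.8% DMSO | Schedule: 1 h preincubation, 2 h reaction | Technique: 405 nm absorbance of p-nitroaniline, reads at 0 and 120 min | Repeats: One well per compound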
# PAFAH2 inh = PAFAH2 enzyme inhibitors, primary screen, biochemical, fluorescence polarization, human; inhibition, % at 3.39 µM; actives 0.99% (n = 340,000); recombinant PAFAH2, FP-rhodamine activity probe; AID 492956, 2010; Platelet-activating factor acetylhydrolase 2, cytoplasmic (Homo sapiens), Q99487;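 active means inhibition above the mean over all tested compounds plus 3 SD, cut at about 30% in these data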;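 further: inhibitors block probe labeling of enzyme so polarization drops; 0% = enzyme with DMSO and 100% = wells lacking PAFAH2 protein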
# PP5 primary = PP5 phosphatase inhibitors, primary screen, biochemical, fluorescence; actives 0.18% (n = 320,000); Serine/threonine-protein phosphatase 5 (Homo sapiens), P53041; purified PP5c, OMFP substrate fluorescence; inhibition, % at 6.7 µM;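 active means inhibition above the campaign's mean inhibition across all tested compounds plus 3 SD, cut at about 9.5% in these data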;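 further: 0% = DMSO only and 100% = 100 µM cantharidin control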
# TPT1 inh = Candida albicans TPT1 enzyme inhibitors, primary screen, biochemical, fluorescence polarization; recombinant caTPT1, FP RNA substrate dephosphorylation; inhibition, % at 5 µM; actives 0.81% (n = 300,000);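 active means inhibition above the mean of all tested compounds plus 3 SD, set per screening campaign, cut at about 24% in these data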;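 further: plate controls were DMSO alone for no effect and ferristatin control at 100 nM for full effect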
# Numbers without * were called inactive; nt = no result given.
# Below each SMILES – proCasp3 act	PP1 counter	PAFAH2 inh	AHR activator	TPT1 inh	Fh CTSL1 inh	PP5 primary	HCV core dimer	procasp7 counter
1. FC(F)Oc1ccc(NC(=S)NCc2nc3ccccc3[nH]2)cc1
  8	-7	-22	8	1	1	-1.4	0	-9
2. Cc1ccc(N(C)S(=O)(=O)c2cccc(C(=O)Nc3nc4ccccc4[nH]3)c2)cc1
  5	8	-21	15	-1	-2	2.5	15	10
3. COc1ccc(NC(=O)CN(Cc2ccco2)Cc2ccco2)cc1S(=O)(=O)N1CCCCC1
  -8	1	-2	0	nt	nt	2.4	nt	1
4. O=C(NS(=O)(=O)Nc1ccccc1)C1=C(N2CCCC2)COC1=O
  -4	nt	1	-1	nt	nt	nt	nt	1
5. Cc1ccc(/C=C/S(=O)(=O)NCCC(=O)NCc2ccccc2F)cc1
  -1	nt	0	3	nt	nt	nt	nt	4
6. CCOc1ccc(CCNC(=O)COC(=O)c2ccc(C)c([N+](=O)[O-])c2)cc1OCC
  -6	-3	2	-1	-1	1	1.5	10	-4
7. COc1cc2c(cc1O)[C@H](Cc1ccc(Oc3cc(C[C@@H]4NCCc5cc(OC)c(O)cc54)ccc3O)cc1)NCC2
  -10	11	nt	7	30*	-10	-3.2	6	-6
8. CCOc1cc2nc(-c3ccc(OC)c(OC)c3)nc(N3CCOCC3)c2cc1OC
  1	3	nt	16	-1	1	2.1	2	-4
9. CC(=O)c1c(C)nc(-c2cccc([N+](=O)[O-])c2)n1O
  1	-1	4	3	-1	-2	-3.5	-4	-4
10. O=C(Nc1cccc(Br)c1)c1ccc(OC2CSC2)cc1
  6	5	nt	15	4	0	0.3	5	1
11. Cc1ccc(-c2c(C(=O)N/N=C/c3sccc3C)nnn2-c2nonc2N)cc1
  12	1	4	5	-1	7	2.8	8	4
12. COc1ccccc1-c1sc2ccccc2c1-c1ccc(O)cc1
  11	nt	2	10	nt	nt	nt	nt	-1
13. COc1ccc(CCn2c(NCCCN3CCOCC3)nc3c2c(=O)[nH]c(=O)n3C)cc1
  -5	-1	1	1	-2	1	1.3	-4	2
14. Cc1nc(NCC2CC2)c2nnn(Cc3ccccc3)c2n1
  5	-2	0	3	-1	-2	-0.6	-4	0
15. CC(=O)c1ccc(-c2ccc(C(=O)NCC(c3ccco3)N(C)C)o2)cc1 (stereo unspecified)
  6	nt	8	8	nt	nt	nt	nt	4
16. CC(C)Oc1ccc(CCNC(=O)C2CCC(=O)N(C3CCCCCC3)C2)cc1 (stereo unspecified)
  9	0	-3	-1	-2	7	1.7	-2	-2
17. Cc1nn(-c2ccc(C(=O)O)cc2)c(C)c1Cl
  3	-3	2	2	-4	-8	2.7	-2	5
18. CCOc1ccccc1N1CCN(C(=O)CNC(=O)c2ccccc2F)CC1
  5	-1	3	0	-1	2	-1.0	12	-6
19. CN(C)Cc1cn(CCC(=O)O)c2ccccc12
  2	-1	-4	0	3	-2	0.2	-1	3
20. CCOc1ccc(OC(=O)c2cccnc2)cc1
  -6	2	7	3	-5	-2	1.3	-2	12
21. Cc1onc(-c2ccccc2)c1C(=O)N1CCN(c2ccccc2)CC1
  -3	-5	-2	3	-2	0	-1.6	5	-4
22. Cc1ccccc1CS(=O)(=O)Cc1ccc(C(=O)NCCCN2CCCC2=O)o1
  6	-1	-5	-2	-5	0	1.2	2	8
23. O=C(Nc1ccc2c(c1)C(=O)N(CC1CCCO1)C2=O)c1cccc(Br)c1 (stereo unspecified)
  -12	7	7	6	-6	5	4.5	-11	4
24. CC(C)CCNC(=O)CN(C(=O)Cn1nnc(-c2ccc(F)cc2)n1)C1CCCC1
  6	-6	-3	2	2	0	3.5	2	2
25. CC(C)(CNC(=O)CNC(=O)c1ccccc1F)N1CCOCC1
  7	-4	1	-1	nt	nt	0.1	nt	9
26. CCCN(CCC)c1c([N+](=O)[O-])c(=O)oc2ccccc12
  -2	0	-8	-2	1	5	-2.0	2	-10
27. O=C(CC1SC(N2CCOCC2)=NC1=O)Nc1ccc(Cl)c(C(F)(F)F)c1 (stereo unspecified)
  4	nt	0	0	nt	nt	nt	nt	17
28. CC(C)c1nc(SCC(=O)NC2CCCC2)c2c(=O)n(C)c(=O)n(C)c2n1
  -1	-1	7	0	-3	0	1.2	1	1
29. CCOC(=O)c1sc(NC(=O)CSc2nccc(C)n2)c(C#N)c1C
  8	-5	5	0	-1	0	3.5	-3	-4
30. O=C(NN1C(=O)C2C3C=CC(C4CC34)C2C1=O)c1cccc(Cl)c1 (stereo unspecified)
  2	-3	-8	-1	1	0	0.5	5	-6

# (list continues)
# Below each SMILES – proCasp3 act	PP1 counter	PAFAH2 inh	AHR activator	TPT1 inh	Fh CTSL1 inh	PP5 primary	HCV core dimer	procasp7 counter
31. O=C(CN1C(=O)NC(c2ccccc2)(c2ccccc2)C1=O)c1c[nH]c2ccccc12
  3	0	nt	12	0	-1	3.5	12	-8
32. C1=C(CCNc2ncnc3c2cnn3-c2ccccc2)CCCC1
  -6	0	-1	20	-1	1	0.3	-3	11
33. COc1ccc(NC(=O)c2nc[nH]c2C(=O)N[C@@H](C)c2ccccc2)cc1
  -1	5	2	48*	1	3	5.9	-4	4
34. CCOc1cc(/C=C2/N=C(c3ccc4c(c3)OCO4)OC2=O)ccc1OC(C)=O
  -3	1	2	1	nt	nt	-0.2	nt	5
35. COc1ccc(C(=O)NC(=S)N2CCCCC2)cc1
  -2	-4	9	1	3	0	-0.3	-4	-11
36. CCCCn1c(N)c(N(CC(C)C)C(=O)CSc2ccc3c(c2)OCCO3)c(=O)[nH]c1=O
  -1	-2	6	0	nt	nt	1.4	nt	0
37. CCOc1cc(NC(=S)NCc2ccccc2)c(OCC)cc1NC(=O)C(C)C
  -5	2	5	23	-1	-11	2.2	3	5
38. Cc1ccc(-c2csc(NC(=O)C3CCN(S(=O)(=O)c4cccs4)CC3)n2)cc1
  11	4	-5	-6	0	1	2.2	10	2
39. O=C(O)c1cccc(-n2nnnc2SCc2ccccn2)c1
  4	0	6	0	2	-5	-0.7	5	7
40. CCOc1ccc(C(=O)CSc2nnc3ccccn23)cc1
  6	-1	1	4	0	4	1.3	-1	-10
41. Cc1ccc(-n2ncc3c2CC(C)(C)CC3NC(=O)CCc2ccncc2)cc1 (stereo unspecified)
  6	5	0	2	0	2	2.6	-6	-6
42. O=C(NCc1cccnc1)c1ccccc1[N+](=O)[O-]
  7	0	1	1	-3	-1	3.3	-12	0
43. CCOC(=O)c1c(NC(=O)CN2CCN(C(=O)c3ccco3)CC2)sc2c1CCCC2
  4	4	6	-2	0	2	5.5	17	0
44. Cn1cnnc1Sc1ccc(C(=O)OCC(=O)NCC(F)(F)F)cc1[N+](=O)[O-]
  8	-2	19	-2	1	-1	0.1	2	8
45. CSCCOC(=O)C1=C(C)NC(=O)CC1c1ccccc1Cl (stereo unspecified)
  9	0	-6	0	-3	1	-1.3	2	3
46. Cc1ccc(NC(=O)c2ccc(S(=O)(=O)NCc3cccnc3)cc2)cc1C
  10	2	-3	1	4	-1	2.0	1	15
47. Cc1c(C)[n+](=O)c(-c2ccc(Br)cc2)c(C)n1[O-]
  3	-3	-6	-1	-1	-4	1.2	-3	10
48. C/C(=N\NC(=O)c1cccc(Br)c1)c1cccc(NC(=O)c2ccc(C)o2)c1
  3	-1	-2	28	-2	3	2.0	10	1
49. CCCc1cc(C(=O)OCC(=O)N2CCN(c3ccc(OC)cc3)CC2)sc1C
  4	0	2	1	nt	nt	0.8	nt	-2
50. COc1ccc(C(=O)NCCCCNC(=O)c2ccc(OC)c(OC)c2)cc1OC
  4	-4	-2	0	-1	4	-0.4	-12	1
51. CC(C)Cc1nnc(NC(=O)C2CC(=O)N(c3ccc4c(c3)OCCO4)C2)s1 (stereo unspecified)
  4	-2	-8	1	nt	nt	1.6	nt	8
52. COCC(C)n1c(SCC(=O)NC(=O)Cc2ccccc2)nc2ccccc2c1=O (stereo unspecified)
  0	-1	2	1	nt	nt	1.0	nt	1
53. NC(=O)c1ccc(NC(=O)COC(=O)c2ccc([N+](=O)[O-])cc2)cc1
  7	-1	1	1	2	-2	-1.8	2	7
54. O=C(c1ccco1)N1CCN(Cc2nnc(-c3ccccc3F)o2)CC1
  -6	5	5	0	3	5	0.1	-7	-3
55. CCOc1cc(C2C(C#N)=C(N)Oc3cc(N)ccc32)ccc1O (stereo unspecified)
  -17	-2	4	5	7	2	6.8	-11	-24
56. C/C(=N\Nc1ccc(C)c(Cl)c1)c1cccnc1
  -9	4	2	54*	-1	3	2.5	-12	-16
57. Cc1ccc(Cc2cnc(N)s2)o1
  -4	1	14	2	7	-4	3.0	26	1
58. Cc1cccc(NC(=S)N2CCC(O)CC2)c1C
  6	4	0	1	3	-2	-3.6	-4	8
59. CC(C)CN(C(=O)CSc1nnc(C2CC2)n1-c1ccccc1)C1CCS(=O)(=O)C1 (stereo unspecified)
  -3	-3	5	0	nt	nt	3.8	nt	8
60. CCN(CC)c1ccc(/C=N/n2c(C)cc(C)cc2=O)cc1
  8	-2	1	-1	0	2	-2.0	-1	1

# (listing goes on)
# Below each SMILES – proCasp3 act	PP1 counter	PAFAH2 inh	AHR activator	TPT1 inh	Fh CTSL1 inh	PP5 primary	HCV core dimer	procasp7 counter
61. CCn1c(SCC(=O)Nc2ccc(OC)cc2)nc2c(c1=O)SCC2
  1	-3	3	0	-2	-2	2.2	6	14
62. CC(C)(C)c1ccc(C(=O)Nc2cccc([N+](=O)[O-])c2)cc1
  4	4	1	2	1	0	5.0	0	5
63. CNC(=O)c1ccsc1NC(=O)CN1C(=O)CCC1=O
  6	-8	2	-1	-63	2	1.0	13	14
64. CCN1CCN(c2ccccc2NC(=O)C(C)Oc2ccc(C(C)=O)cc2)CC1 (stereo unspecified)
  4	-2	1	0	nt	nt	1.9	nt	6
65. CN(Cc1cccc(F)c1)C(=O)c1ccc(S(=O)(=O)N2CCCCCC2)cc1
  2	nt	5	-2	nt	nt	nt	nt	10
66. Cc1cc(S(=O)(=O)N2CCc3ccccc3C2)ccc1F
  -8	3	-10	-1	-2	0	1.0	2	0
67. O=C(c1ccco1)N1CCC(c2nc3ccccc3[nH]2)CC1
  -4	-2	4	-2	-1	1	0.3	4	3
68. N/C(=N\OC(=O)COc1ccc2ccccc2c1Br)c1ccccn1
  -5	1	3	6	-2	-2	0.9	20	7
69. CN1CCCC(C(=O)C(C#N)c2ccccc2)C1 (stereo unspecified)
  -5	5	-1	0	0	0	-1.3	-1	8
